PTAP TSG101 blk – qHTS Assay for Iinhibitors of HIV-1 Budding by Blocking the Interaction of PTAP/TSG101. Tumor susceptibility gene 101 protein (Homo sapiens), Q99816. Fluorescence polarization, FITC-PTAP peptide / Tsg101 binding. Potency, µM (doses to about 115 µM), without a hit: top-dose activity change, negative = inhibition, usual class: inhibitors. 340,000 tested, under 10 active. AID 493005, 2010; active = well fitted inhibition curve with a large enough effect in the main read-out, with a control signal flat, not every such curve was filed as active; inconclusive = small, poorly fitted or top-dose-only effect, or effect the other way, or a change in a side signal; inactive = no such curve, though single readings can be large or run the other way; note: potency is the fitted concentration of half-maximal effect; % of control where 0% means no effect
Target sequence (Q99816 whole entry, looked up): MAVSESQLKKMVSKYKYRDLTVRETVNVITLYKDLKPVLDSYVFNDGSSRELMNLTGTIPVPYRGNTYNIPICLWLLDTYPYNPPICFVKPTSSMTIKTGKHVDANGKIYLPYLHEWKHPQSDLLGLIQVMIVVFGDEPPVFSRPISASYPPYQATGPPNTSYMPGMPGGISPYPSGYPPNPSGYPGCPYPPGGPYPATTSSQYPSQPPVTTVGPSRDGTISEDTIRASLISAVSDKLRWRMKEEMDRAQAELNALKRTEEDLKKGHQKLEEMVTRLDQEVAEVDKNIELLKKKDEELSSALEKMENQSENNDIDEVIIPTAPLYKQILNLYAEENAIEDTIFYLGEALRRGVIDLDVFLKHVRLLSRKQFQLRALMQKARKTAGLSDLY
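Tsg101 binding domain (10 uM final) was mixed with compound and a FITC-labeled PTAP peptide (50 nM final) in HEPES pH 7.5 buffer with NaCl, Tween 20, EDTA and TCEP; fluorescence polarization was read after 20 min at r.t.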
MLL CXXC-DNA inh – qHTS Fluorescence Polarization Assay for Inhibitors of MLL CXXC domain - DNA interaction | Histone-lysine N-methyltransferase 2A (Homo sapiens), Q03164 | MLL-CXXC / FITC-HOXA9 DNA fluorescence polarization | Potency, µM (top dose mostly 115 µM), for inactives: at the highest dose activity change, negative = inhibition, hits mostly inhibitors | hit rate 0.037% among 290,000 | AID 2662, 2010; active = well fitted inhibition curve with a large enough effect in the polarisation, with a control signal flat, not every such curve was filed as active; inconclusive = small, poorly fitted or top-dose-only effect, or effect the other way, or a change in a side signal; inactive = no such curve, though single readings can be large or run the other way; the % refers to the polarisation; note: potency is the fitted concentration of half-maximal effect
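Purified MLL-CXXC (added from a 7 uM solution) was preincubated 5 min at ambient with pinned compounds in 50 mM Tris-HCl pH 7.5, 50 mM NaCl, 1 mM DTT, 0.05% BSA. Fluorescein-labeled HOX-A9 DNA (50 nM solution) followed, 30 min, then polarization read.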
TCR activator – Activators of T cell receptors: qHTS campaign | primary human leukocytes, anti-CD3, IL-2 HTRF, 48 h | AID 504894, 2011 | Potency, µM (doses to about 9.22 µM), for the others: top-dose activation of IL-2 secretion, usual class: activators | 330,000 tested, under 10 active; note: % of control where 0% means no effect
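IL-2 produced over 48 hr by a-CD3 bead-stimulated primary human leukocytes exposed to compounds was detected with a homogeneous time-resolved FRET immunoassay, 665nm acceptor signal after 320nm excitation.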
p53 reactivation – qHTS assay for re-activators of p53 using a Luc reporter; H1299 p53-A138V BP100-luciferase reporter, luminescence, 24 h; hit rate 0.063% among 320,000; AID 504706, 2011; Potency, µM (highest dose often 92.2 µM), inactives show at the highest dose activity change, positive = activation, actives largely listed as activators; note: potency is the fitted concentration of half-maximal effect; % of control where 0% means no effect; nearly all actives have a fitted effect of over 45% in size
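p53-null H1299 cells stably carrying temperature-sensitive p53-A138V and a BP100-luciferase reporter were pinned with compounds (4-point, 1:5 series) and held 24 hrs at 37 deg C. Luminescence was read 10 min after detection reagent.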
TRPV1 ag – HTS Assay for Compounds that Act as Agonists of the Vanilloid Receptor 1; Transient receptor potential cation channel subfamily V member 1 (Homo sapiens), Q8NER1; TRPV1-expressing cells, Fluo-8 calcium influx, agonist mode; activation, % at 8.33 µM; hit rate 0.19% among 320,000; AID 540275, 2011; in the data active = activation above about 80%; inconclusive = between about 30% and that limit; note: 0% is about no effect
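TRPV1-expressing cells were cultured overnight at 35.5C and loaded with Fluo-8 calcium dye for 40 to 90 min at room temperature. After a 10 s baseline, compound was added and calcium influx was read kinetically for 3 min (ex 480/em 520 nm).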
B2AR arrestin – qHTS assay of beta-arrestin-biased ligands of beta2-adrenergic receptor. AID 492947, 2010. Potency, µM (series often up to 46.1 µM), without a hit: at the highest dose activation, hits mostly activators. Beta-2 adrenergic receptor (Homo sapiens), P07550. hit rate 0.02% among 330,000. beta-arrestin recruitment to beta2AR, cell-based reporter;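 note: potency is the fitted concentration of half-maximal effect; 0% = DMSO controls and full agonism = EC100 isoproterenol or metaproterenol; nearly all actives have a fitted effect of over 65% in size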
Target sequence (P07550 whole entry, looked up): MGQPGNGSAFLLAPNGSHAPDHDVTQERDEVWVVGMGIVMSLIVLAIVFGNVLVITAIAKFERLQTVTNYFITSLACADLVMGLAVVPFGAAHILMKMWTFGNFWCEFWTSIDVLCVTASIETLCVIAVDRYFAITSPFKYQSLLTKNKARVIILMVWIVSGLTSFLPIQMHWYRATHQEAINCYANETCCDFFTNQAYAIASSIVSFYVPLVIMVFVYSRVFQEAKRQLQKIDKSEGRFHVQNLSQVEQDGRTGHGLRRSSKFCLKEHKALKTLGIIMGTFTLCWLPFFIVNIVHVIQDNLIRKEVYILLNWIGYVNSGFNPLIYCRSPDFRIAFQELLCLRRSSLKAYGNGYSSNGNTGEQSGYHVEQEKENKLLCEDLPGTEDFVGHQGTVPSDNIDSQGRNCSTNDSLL
BRCA1 expr up – qHTS Assay to Identify Small Molecule Activators of BRCA1 Expression; MCF7-BRCA1-FFLuc reporter, luminescence, 48 h; response scale: scaled: vehicle 0%, 10 µM genistein 100%; hit rate 1.1% among 380,000; Potency, µM (titrated, usually from 46.1 µM), for the others: at the top dose activation, actives largely listed as activators; note: potency is the fitted concentration of half-maximal effect; nearly all actives have a fitted effect of over 80% in size; some results filed as inactive show a strong effect at the top dose
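Using MCF7 cells harboring a BRCA1 firefly luciferase reporter, plated 2 h before compound pinning, the screen measured luminescence after 48 h incubation. Responses were normalized to DMSO and 10 microM genistein, then fitted for concentration-effect.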
A-T KAP1 phos – qHTS Assay for Identifying a Potential Treatment of Ataxia-Telangiectasia; […] A-T fibroblasts, KAP-1 phosphorylation AlphaLISA; neocarzinostatin DNA damage 30 min before lysis; Potency, µM (series often up to 57.5 µM), without a hit: at the top dose activation, most hits filed as activators; hit rate 0.19% among 320,000; AID 485349, 2010; note: potency is the fitted concentration of half-maximal effect; % of control where 0% means no effect; nearly all actives have a fitted effect of over 45% in size
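ATM-like activity read as KAP-1 phosphorylation via AlphaLISA donor/acceptor antibody pairs after lysis and 6 hr at 25C. Cells were ATM-null patient fibroblasts ([…], hTERT), dosed 60 min, then exposed to the DSB inducer NCS for 30 min.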
a7 integrin act – qHTS for Activators of Integrin-Mediated Alleviation for Muscular Dystrophy | alpha7betagal myoblasts, beta-gal FDG fluorescence, 48 h | Potency, µM (titrated, usually from 38.3 µM), for the others: at the top dose activation, most hits filed as activators | hit rate 0.064% among 350,000 | AID 624291, 2012;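 note: potency is the fitted concentration of half-maximal effect; 100% = response of the positive control SU9516; nearly all actives have a fitted effect of over 60% in size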
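alpha7betagal+/- myoblasts (passage 13, 250/well) treated 48 h at 37C with compounds at 1:260 dilution of DMSO stock. Lysed, then beta-galactosidase activity read as FDG fluorescence (ex 480/em 540) after 30 min, with pre-read for autofluorescence.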
ELG1 repair inh – qHTS screen for small molecules that inhibit ELG1-dependent DNA repair in human embryonic kidney (HEK293T) cells expressing luciferase-tagged ELG1 | HEK293T ELG1-luciferase reporter, luminescence, 16 h; DNA damage induced by 5-fluorouridine | Potency, µM (series often up to 46.1 µM), without a hit: at the top dose activity change, negative = inhibition, most hits filed as inhibitors | hit rate 2.3% among 330,000 | AID 504467, 2011; note: potency is the fitted concentration of half-maximal effect; % is set by controls: 0 for no effect and ±100 for the full control effect; nearly all actives have a fitted effect of over 55% in size
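In this reporter screen, reduction of luminescence relative to DMSO vehicle indicated activity. Compounds and 5-fluorouridine were added together to 2,000 cells per well, incubated for 16 hr at 37 °C, then developed with ONE-Glo.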
The depositor's hits bear a star; ? = inconclusive; nt = not tested or not shown; [ ] = another dose, or the depositor's remark. Unless noted, calls come from the whole dose curve; as a rule, active = well fitted curve in the direction sought with a large enough effect; inconclusive = small, poorly fitted or top-dose-only effect, or another doubt; inactive = no such curve, though single readings can be large; an effect the other way counts as inactive or inconclusive.

SMILES | PTAP TSG101 blk | MLL CXXC-DNA inh | TCR activator | p53 reactivation | TRPV1 ag | B2AR arrestin | BRCA1 expr up | A-T KAP1 phos | a7 integrin act | ELG1 repair inh
O=C1/C(=C\c2ccsc2)NC(=S)N1c1ccccc1 | -3.7% | 0.2% | -2.2% | 12.6% | 2.6 | 0.0% | 9.8% | -4.5% | -8.9% | ?
O=C(CCC1CCCN(C2C3CC4CC(C3)CC2C4)C1)NCc1ccc(F)c(F)c1 (stereo not given) | -0.2% | -10.6% | 4.6% | -2.8% | ? | 0.1% | -31.7% | -3.7% | -26.0% | 1.3%
O=C(CCN1C(=O)/C(=C/c2cccs2)SC1=S)Nc1ccc(O)cc1 | -0.6% | 52.3%[activator] | 2.0% | 0.4% | 20.5 | -0.6% | -25.1% | -3.2% | -17.2% | -3.7%
Cc1nn2c3c(cnc2c1-c1ccccc1)C(=O)CCC3 | -5.2% | -0.7% | nt | 24.2% | 4.5 | 0.4% | 12.6µM* | 8.8% | 8.5% | ?
CCOc1c(Cl)cc(C(=O)NCCN2CCCCC2)cc1Cl | 0.4% | 12.8% | -2.7% | -7.2% | -3.5 | 0.1% | -24.7% | -0.1% | -40.6% | 2.6%
CN(C)c1ccc(-c2cccc(C3CC=CC4C3C(=O)N(Cc3ccccc3)C4c3ccc(C(F)(F)F)cc3)c2)cc1 (stereo not given) | nt | -2.2% | -8.4% | 12.5% | 0.5 | -0.2% | 7.0% | 3.2% | 21.5% | 8.3%
CCc1ccc(C(=O)NNc2cc(Cl)cc(Cl)c2)cc1 | -3.8% | 1.1% | -2.7% | -0.4% | nt | -0.3% | -2.6% | 20.1% | -20.9% | -2.0%
COc1ccccc1NC(=O)c1ccc(NC(=O)CNC(=O)c2ccc(OC)c(OC)c2)cc1 | 0.4% | 0.3% | 2.1% | -7.3% | -2.9 | -0.3% | -12.2% | -1.9% | -37.5% | ?
CCCCC1CCC(C(=O)OCC(=O)N(CCOC)c2c(N)n(Cc3ccccc3)c(=O)[nH]c2=O)CC1 (stereo not given) | -0.2% | nt | 4.2% | 9.2% | 1.5 | -0.2% | -21.3% | 6.1% | -5.2% | -2.5%
Cc1ccc(/C=N/Nc2nc(C(C)(C)C)cs2)o1 | -0.5% | 4.5% | -4.7%[46.1 µM] | 22.7% | 0.6 | -0.9% | -9.4% | 1.5% | 6.2% | ?
Cc1cccnc1NC(=S)NC(=O)c1cccs1 | -10.2% | 13.3% | 3.0% | ? | 3.0 | 5.6% | 59.0% | -0.2% | -37.8% | ?
Cc1ccc(NC(=O)COC(=O)Cn2cnc3c2c(=O)n(C)c(=O)n3C)cc1F | -2.3% | nt | 0.4% | 2.9% | 2.8 | -0.2% | 4.0% | -5.6% | 0.0% | 17.4%
Cc1cc(OCC(=O)N2CCN(c3ccccn3)CC2)cc(C)c1Br | -1.5% | -0.5% | 3.3% | -15.3% | 0.9 | 0.4% | -2.2% | 10.1% | 3.7% | -11.3%
CCOc1ccc2nc(SCC(=O)NC3CCS(=O)(=O)C3)[nH]c2c1 (stereo not given) | -3.5% | -2.2% | -5.3% | 6.1% | 0.5 | 0.4% | -1.8% | -5.5% | 0.3% | 27.3%
COc1ccccc1CCC(=O)N(Cc1ccccc1)c1c(N)n(Cc2ccccc2)c(=O)[nH]c1=O | -0.4% | 11.8% | -47.6% | 27.6% | -0.4 | -0.6% | -28.0% | 13.6% | 10.5% | -2.9%
O=C(N[C@@H](Cc1ccccc1)C(=O)OCc1ccccc1)c1nc[nH]c1C(=O)NC1CCNCC1 | -0.2% | nt | 3.8% | 0.2% | -3.1 | 0.0% | 7.6% | 6.3% | 30.2% | 23.5%
CCOc1ccc2c(c1)C(C)=CC(C)(C)N2C(=O)Nc1ccccc1F | 0.6% | 7.6% | -12.2%[46.1 µM] | 10.5% | 2.0 | ? | -16.6% | 3.8% | -14.0% | ?
COc1ccccc1N1CCN(C(=O)/C=C/c2ccco2)CC1 | -3.7% | 0.0% | 0.3%[46.1 µM] | ? | 5.7 | 4.7% | 73.8% | -6.8% | -21.8% | ?
Cc1cccc(NC(=O)c2ccccc2NC(=O)C2CCCCC2)c1C | -6.3% | ? | 7.1% | -10.1% | 26.9 | 3.5% | -26.4% | 1.0% | -0.9% | 7.4%
CCC(=O)Nc1ccc(-c2csc(NNC(C)=O)n2)cc1 | 1.0% | 3.7% | -0.5%[46.1 µM] | 5.3% | -5.4 | 0.6% | -1.3% | -1.4% | 14.2% | -0.1%

The final two entries of the section before come first, to join the parts.
SMILES | PTAP TSG101 blk | MLL CXXC-DNA inh | TCR activator | p53 reactivation | TRPV1 ag | B2AR arrestin | BRCA1 expr up | A-T KAP1 phos | a7 integrin act | ELG1 repair inh
Cc1cccc(NC(=O)c2ccccc2NC(=O)C2CCCCC2)c1C | -6.3% | ? | 7.1% | -10.1% | 26.9 | 3.5% | -26.4% | 1.0% | -0.9% | 7.4%
CCC(=O)Nc1ccc(-c2csc(NNC(C)=O)n2)cc1 | 1.0% | 3.7% | -0.5%[46.1 µM] | 5.3% | -5.4 | 0.6% | -1.3% | -1.4% | 14.2% | -0.1%
CN(C(=O)c1ccc(NC(=O)Cc2ccc(NC(=O)C3CCCN(C(=O)C4CC4)C3)cc2)cc1)C1CC1 (stereo not given) | 5.9% | nt | 1.1% | 5.9% | -3.2 | 0.0% | 33.2% | 4.9% | 7.9% | 0.0%
COC(=O)/C=C1/SC(=Nc2ccc(C)cc2C)NC1=O | -1.2% | -0.9% | 1.0% | -12.5% | -8.8 | -0.1% | -26.0% | 1.0% | 7.9% | -12.1%
Cc1ccc(N2C(=O)[C@@H]3[C@H](C2=O)C2CCCN2[C@@H]3C(=O)c2ccccc2)cc1 (stereo not given in full) | -12.9% | -11.6% | 0.9% | -3.2% | -3.3 | 4.5% | -26.3% | 9.6% | -53.7%[inhibitor] | ?
O=C(COc1ncnc2ccccc12)c1ccc(Cl)cc1 | -8.1% | -1.0% | 3.1% | 6.6% | 1.4 | 0.4% | ? | -2.4% | 11.8% | ?
CCOc1ccccc1C(=O)Nc1nnc(COC)s1 | -4.1% | 12.7% | -4.4%[46.1 µM] | -0.1% | -4.9 | 3.5% | -23.7% | 15.7% | 5.8% | -6.8%
CC1=C(C(=O)N2CCCC(CCC(=O)NCc3ccccc3F)C2)OCCO1 (stereo not given) | -1.7% | -5.7% | -4.4% | 3.7% | 0.8 | -0.3% | 0.0% | 2.4% | -28.9% | -7.4%
CCCCn1c(N)c(N(CCOC)C(=O)COC(=O)c2cc(CCC)c(C)s2)c(=O)[nH]c1=O | -1.6% | nt | 2.1% | 1.2% | -0.4 | -0.5% | -21.1% | 1.4% | -29.1% | 3.4%
CSc1ccccc1C(=O)N1CCC2(CC1)CC(=O)c1ccccc1O2 | 0.2% | nt | -1.0% | -1.9% | -5.0 | 0.1% | 0.9% | -8.5% | 15.1% | ?
CCC(Oc1ccccc1)C(=O)Nc1nnc(C(F)(F)F)s1 (stereo not given) | -2.0% | -11.8% | 1.9% | -0.3% | -3.0 | -0.2% | -9.8% | 6.7% | 12.1% | -0.7%
Cn1c(CC(=O)Nc2ccccc2F)nnc1SCC(=O)N1CCOCC1 | -2.8% | 0.9% | -6.7% | ? | 0.6 | -0.3% | 25.0% | 9.0% | 8.6% | ?
Cc1cc(Br)cc2c1N(C)C(=O)C2(c1ccc(O)cc1)c1ccc(O)cc1 | -3.4% | nt | -0.7% | nt | nt | nt | -64.8% | nt | -17.1% | nt
COc1ccc(OCC#CCNC(C)(C)C)cc1 | -0.4% | 6.2% | 5.2% | 4.6% | 1.3 | -0.1% | 12.7% | -1.3% | 12.0% | ?
COc1cccc(N2CCN(Cc3nc(N)nc(Nc4ccccc4)n3)CC2)c1 | -8.0% | 7.9% | -170.7% | -13.0% | 0.4 | -0.2% | -0.5% | 2.0% | -1.5% | ?
CC(C)(C)c1ccc(/C=C/C(=O)NCCCN2CCOCC2)cc1 | 1.2% | -8.0% | -12.5% | 11.9% | ? | -1.1% | -27.5% | -3.0% | ? | 5.7%
